Screens (PubChem BioAssay)
Bcl-2 Bim block: human Bim-Bcl-2 interaction inhibition | P10415 | Bead-based flow cytometry, Bim peptide-Bcl-2 binding | inhibition, % at 10 µM | 190,000 tested, 0.06% active | AID 950; in the data active = inhibition above about 40%; inconclusive = no clear call, values can overlap the other calls;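 also: 0% = no compound wells with probe peptide and 100% = reference peptide inhibitor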
Target sequence (P10415 whole entry, looked up): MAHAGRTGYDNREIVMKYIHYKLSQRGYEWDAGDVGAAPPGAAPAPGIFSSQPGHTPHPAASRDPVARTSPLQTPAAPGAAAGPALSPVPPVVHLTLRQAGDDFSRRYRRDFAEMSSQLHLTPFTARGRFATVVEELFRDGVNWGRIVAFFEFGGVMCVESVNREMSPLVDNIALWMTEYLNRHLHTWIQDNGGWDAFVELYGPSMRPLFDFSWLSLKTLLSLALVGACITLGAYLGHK
Bim-Bcl-XL: disrupts Bim peptide binding to human Bcl-XL; Q07817; bead flow cytometry, fluorescence; inhibition, % at 10 µM; 190,000 tested, 0.04% active
Target sequence (Q07817 whole entry, looked up): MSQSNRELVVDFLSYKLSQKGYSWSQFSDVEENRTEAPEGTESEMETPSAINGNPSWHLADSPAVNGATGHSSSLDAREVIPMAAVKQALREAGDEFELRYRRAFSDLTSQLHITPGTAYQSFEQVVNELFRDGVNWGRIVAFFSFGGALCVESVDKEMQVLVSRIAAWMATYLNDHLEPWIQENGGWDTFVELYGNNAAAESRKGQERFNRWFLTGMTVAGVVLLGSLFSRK
RGS7-Gao reg: human RGS7-Galphao interaction regulation; AID 1439; Multiplexed bead flow cytometry, RGS7-Galphao binding; actives lie on both sides; binding response (% of control), % at 10 µM; P09471; 220,000 tested, 0.35% active; in the data active = binding response below about 49% or above about 150%; inconclusive = no clear call, values can overlap the other calls; inactive = in between;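 also: fluorescent Galphao held in activated GDP-AlF4 state binding bead-coupled RGS7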
RGS4-Gao reg: modulates binding of RGS4 to human Galphao | P09471 | Multiplexed bead flow cytometry; actives lie on both sides | binding response (% of control), % at 10 µM | 220,000 tested, 0.33% active | AID 1415; in the data active = binding response below about 49% or above about 150%; inactive = in between;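 also: fluorescent Galphao activated with aluminum fluoride binding bead-coupled RGS4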
Mcl-1 Bim block: disrupts Bim peptide binding to human Mcl-1. inhibition, % at 10 µM. Q07820. 190,000 tested, 0.1% active. Bead-based flow cytometry, Bim peptide-Mcl-1 binding;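 also: 0% = no compound tracer wells and 100% = peptide blocker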
RGS8-Gao: modulates binding of RGS8 to human Galphao; P09471; multiplexed bead flow cytometry; actives lie on both sides; response (percent of control binding), % at 10 µM; 220,000 tested, 0.34% active; in the data active = response below about 60% or above about 140%; inactive = in between;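 also: Galphao activated as the GDP aluminium fluoride complex binding bead-coupled RGS8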
Bim-Bfl-1: disrupts Bim binding to human Bfl-1 | Q16548 | Bead-based flow cytometry, Bim-Bfl-1 binding inhibition | inhibition, % at 10 µM | 190,000 tested, 0.12% active | AID 1008;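 also: 0% = wells without compound plus tracer and 100% = blocker peptide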
Mcl1-Noxa inh: Mcl-1/Noxa interaction inhibition; TR-FRET Mcl-1/Noxa peptide binding, 2 h; 220,000 tested, 1.5% active; inhibition, % at 21.7 µM;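 active = compounds that cut the protein-peptide binding signal by more than 50% relative to plate controls in a single-dose test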;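 also: His-tagged Mcl-1 with rhodamine Noxa BH3 peptide and terbium anti-His antibody; 0% = Mcl-1 plus Noxa peptide wells and 100% = peptide-only wells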
Bim-Bcl-B: human Bim-Bcl-B interaction inhibition; Q9HD36; 190,000 tested, 0.073% active; inhibition, % at 10 µM; bead-based flow cytometry, Bim peptide-Bcl-B binding; AID 951;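 also: 0% = tracer peptide without compound and 100% = reference inhibitor peptide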
Target sequence (Q9HD36 whole entry, looked up): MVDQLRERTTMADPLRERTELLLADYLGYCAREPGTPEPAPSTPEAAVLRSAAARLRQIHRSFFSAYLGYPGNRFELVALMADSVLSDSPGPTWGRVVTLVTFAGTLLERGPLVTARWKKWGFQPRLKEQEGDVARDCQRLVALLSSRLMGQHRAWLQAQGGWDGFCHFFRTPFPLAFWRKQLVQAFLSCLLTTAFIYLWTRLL
Bim-Bcl-W: inhibitors of Bim-Bcl-W interaction, human. Q92843. bead-based flow cytometry, Bim peptide-Bcl-W binding. inhibition, % at 10 µM. 190,000 tested, 0.02% active;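 also: 0% = bound tracer without compound and 100% = peptide blocker; higher means less fluorescent Bim peptide bound to Bcl-W beads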
Mcl1-Bid inh: Mcl-1/Bid interaction inhibition; Q07820; TR-FRET Mcl-1/Bid-Dy647 peptide binding, 1536-well; inhibition, % at 21.7 µM; 220,000 tested, 0.97% active;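 active = compounds that cut the binding signal by more than half at the single screening dose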;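 also: His-tagged Mcl-1 with europium anti-His antibody binding Bid BH3 peptide; 0% = Mcl-1 plus peptide wells and 100% = peptide-only wells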
Active calls of the source: *; ? = inconclusive; . = not tested or not shown. Rule as the data show it, unless noted: active = inhibition above about 40%. An unsorted share of the library; any-hit rate near 2.7%.

canonical_smiles	Bcl-2 Bim block	Bim-Bcl-XL	RGS7-Gao reg	RGS4-Gao reg	Mcl-1 Bim block	RGS8-Gao	Bim-Bfl-1	Mcl1-Noxa inh	Bim-Bcl-B	Bim-Bcl-W	Mcl1-Bid inh
O=C(COc1cccc(Br)c1)N/N=C1\CCSC1	-1	-5	105	101	-3	101	-5	-11	-1	-4	-1
CC/C(C)=N/Nc1nc2c(c(=O)[nH]c(=O)n2C)n1CCc1ccccc1	-3	3	97	101	0	100	-2	3	0	1	-19
CCOc1ccccc1NC(=O)CC(O)(C(F)(F)F)C(F)(F)F	5	-1	102	103	0	102	0	3	-4	0	-10
C=CCc1ccc(OCCCCNC(C)CC)c(OC)c1 (centres undefined)	0	-5	103	104	-4	107	0	25	-5	-2	14
C=CCOc1c(CNc2ncn[nH]2)cccc1OCC	0	0	103	101	0	102	0	-2	0	2	-12
Cc1onc(C(=O)NN)c1C(=O)Nc1ncc(C(F)(F)F)cc1Cl	-3	0	101	101	0	106	-8	2	-1	-3	-54
CC[n+]1c(/C=C(\C)OC)sc2ccccc21	-4	0	108	106	0	104	-4	21	-2	0	-56
COc1ccc(-n2c(SCC(=O)Nc3sc4c(c3C#N)CCCC4)nnc2-c2ccccc2OC)cc1	-6	-9	103	104	-8	105	-3	13	-13	-7	1
O=C1CC(c2ccc(Cl)cc2)n2nc(N3C(=O)CCC3=O)nc2N1 (centres undefined)	0	-4	101	103	2	104	-4	1	-2	-2	-10
CC(C1CC1)N(C(=O)c1ccccc1O)c1ccccc1 (centres undefined)	0	-3	100	102	0	103	-5	-19	-5	11	-13
CC(=O)N1CCc2cc(C(=O)CN3CCC(C)CC3)ccc21	-6	-11	102	105	-7	100	-9	26	-4	-5	2
O=C(OCc1nnc(-c2ccccc2)o1)c1ccc2c(c1)OCCO2	-9	-3	101	101	0	101	-9	1	-4	3	-13
CCn1c(=NC(=O)c2cccc(N3C(=O)CCC3=O)c2)sc2c(C)ccc(OC)c21	.	.	?	99	.	100	.	-57	.	.	-8
Cc1cccc(NC(=O)CCN2C(=O)C3C4C=CC(C4)C3C2=O)n1 (centres undefined)	-5	-1	103	105	0	103	-9	8	-5	4	-38
N#CC(=C1CCCC1)c1nc(-c2ccccc2O)cs1	-7	-3	98	99	0	100	-9	9	-3	0	-38
Cn1c(SCC(=O)N2CCN(S(=O)(=O)c3ccccc3)CC2)nc2ccccc21	0	-3	101	104	-3	102	0	13	0	-4	-7
C=CCN1C=C2C(=O)C(C)(OC(=O)CCC(=O)OC)C(=O)C=C2C=C1C1CC1 (centres undefined)	.	.	?	108	.	105	.	-5	.	.	-83
CCOc1ccccc1NC(=O)CSc1nnc(-c2ccco2)o1	-4	-4	90	87	0	82	1	-10	-1	0	-23
COc1ccccc1CNC(=O)Cn1cnc2ccccc2c1=O	13	-1	122	131	1	123	8	14	12	7	-33
Cc1ccc(OCC(=O)N2CCN(C(=O)c3cccnc3)CC2)cc1	5	1	103	102	1	100	-1	13	0	1	-5
COc1ccc2[nH]c(CN3CCN(CCC(C)C)C(CCO)C3)c(C)c2c1 (centres undefined)	-1	-2	101	99	-3	99	-6	4	0	-1	-37
CCOc1ccc(C(=O)c2ccc([N+](=O)[O-])cc2Cl)cc1	0	-1	103	104	0	107	-1	-11	-2	1	-4
CC(=O)Nc1ccc(S(=O)(=O)Nc2nc3ccccc3nc2Nc2cccc(O)c2)cc1	.	.	?	87	.	96	.	25	.	.	-7
CCCCOc1ccc(OCCCN2CCOCC2)cc1	4	0	107	117	0	111	5	21	5	3	17
O=C(NCCCN1CCCC1)c1cccc(N2CCCC2=O)c1	-8	-6	7.6*	18*	-3	10*	-4	0	-3	-4	-13
CCCn1nc(NS(=O)(=O)c2ccccc2)c2cc3ccccc3nc21	0	-5	94	97	-1	97	0	8	-3	0	-2
Cc1nnc(SCC(=O)O)o1	0	0	97	100	2	104	-2	17	-5	0	-6
Oc1ccc(C(c2nnnn2CCc2ccccc2)N2CCN(c3nc4ccccc4s3)CC2)cc1 (centres undefined)	.	.	?	94	.	96	.	-3	.	.	-8
C=CCNC(=S)NNC(=O)c1ccncc1	-6	-2	100	98	-4	102	-5	25	-8	-5	-35
O=C1CCCc2c1cc(-c1ccccc1)n2-c1ccc(O)cc1	-3	-1	99	101	0	112	3	-2	-4	0	-23
CC(=O)/C(=N/Nc1ccccc1)Sc1nnc(C(O)c2ccccc2)n1-c1ccccc1 (centres undefined)	0	-8	96	99	-4	85	-2	9	-10	-6	-81
Cc1cccc(N2CC34C=CC(O3)C(C(=O)O)C4C2=O)c1 (centres undefined)	-2	-6	99	100	-8	98	-7	-1	-2	-4	-42
CCN(CC)C(=O)C(C)N(C#N)c1nc(NC(C)C)nc(NC(C)C)n1 (centres undefined)	-2	0	100	99	1	99	-2	-9	-5	1	-33
COc1ccc(Cc2nnc3c4cnn(C)c4ncn23)cc1	-11	-12	101	99	-6	101	-21	2	-9	0	-2
CCOC(=O)N1CCC(NC(=O)c2ccc(Cl)cc2)CC1	.	.	?	106	.	105	.	18	.	.	-3
Cc1cc(C)c(S(=O)(=O)Nc2ccc(OCC(=O)O)cc2)c(C)c1	-7	-4	98	99	0	98	-8	14	-7	0	-2
Nc1ccc(Cc2nc3cc4ccccc4cc3[nH]2)cc1	0	-2	99	101	0	100	0	3	-1	1	-61
Cc1c(C(=O)OCC(=O)Nc2ccccc2OC(F)F)cccc1[N+](=O)[O-]	1	-3	100	102	-1	101	0	-6	-5	0	-14
CN(c1cccc(NC(=O)CN(c2ccc(C34CC5CC(CC(C5)C3)C4)cc2)S(C)(=O)=O)c1)S(C)(=O)=O	0	-1	105	104	-1	101	0	-5	-5	-3	5
CC(C)NC(=O)CC1C(=O)NCCN1CC(c1ccccc1)c1ccccc1 (centres undefined)	2	-3	95	96	2	99	-1	-5	0	0	-2
O=C(CO)N/N=C/c1ccc(Cl)cc1	-2	-1	103	99	-1	93	-1	2	-1	-3	-13
O=Nc1c(O)[nH]c2ccc(Cl)cc12	2	1	103	104	0	103	3	-10	3	3	-4
Cc1nn(CC(=O)NC(C)c2ccccc2)c(C)c1[N+](=O)[O-] (centres undefined)	-2	-5	101	101	-3	101	-6	-11	-4	-4	-38
COc1ccc(CN(Cc2cccn2C)C(=O)c2cc3cc(OC)ccc3[nH]2)cc1	.	.	?	103	.	102	.	-34	.	.	-50
CC(=O)Nc1ccc2nsnc2c1	.	.	?	100	.	99	.	-8	.	.	-9
CCCc1ccc(C(=O)NNC(=O)c2ccc(Cl)cc2)cc1	-5	-5	102	100	-4	99	-15	14	-7	-2	-9
CCCCCCSc1nnc2[nH]c(=O)cc(N)n12	-1	2	99	98	3	95	-1	20	1	-1	-7
C=CCn1c(Cc2c(C)[nH]c3ccccc23)nnc1SCC(=O)NCc1ccc(F)cc1	9	11	95	96	4	84	13	-1	15	12	-18
CCC(=O)Nc1ccccc1Sc1ncnc2scc(-c3ccccc3)c12	-3	-5	98	94	-1	99	-12	12	-7	-3	5
CNC(=S)NNC(=O)c1ccc(=O)n(Cc2cccc(C(F)(F)F)c2)c1	-3	-5	?	100	0	99	-4	1	-16	-2	-36
C/C(=N\NC(=O)c1ccco1)c1ccc(NC(=O)c2cccs2)cc1	3	-1	100	96	-2	96	1	17	-2	0	-14

Sorted by molar mass (high to low): nine of the compounds above
canonical_smiles	Bcl-2 Bim block	Bim-Bcl-XL	RGS7-Gao reg	RGS4-Gao reg	Mcl-1 Bim block	RGS8-Gao	Bim-Bfl-1	Mcl1-Noxa inh	Bim-Bcl-B	Bim-Bcl-W	Mcl1-Bid inh
C=CCn1c(Cc2c(C)[nH]c3ccccc23)nnc1SCC(=O)NCc1ccc(F)cc1	9	11	95	96	4	84	13	-1	15	12	-18
CCCn1nc(NS(=O)(=O)c2ccccc2)c2cc3ccccc3nc21	0	-5	94	97	-1	97	0	8	-3	0	-2
COc1ccccc1CNC(=O)Cn1cnc2ccccc2c1=O	13	-1	122	131	1	123	8	14	12	7	-33
O=C(NCCCN1CCCC1)c1cccc(N2CCCC2=O)c1	-8	-6	7.6*	18*	-3	10*	-4	0	-3	-4	-13
CCOC(=O)N1CCC(NC(=O)c2ccc(Cl)cc2)CC1	.	.	?	106	.	105	.	18	.	.	-3
CC(C1CC1)N(C(=O)c1ccccc1O)c1ccccc1 (centres undefined)	0	-3	100	102	0	103	-5	-19	-5	11	-13
C=CCOc1c(CNc2ncn[nH]2)cccc1OCC	0	0	103	101	0	102	0	-2	0	2	-12
CC[n+]1c(/C=C(\C)OC)sc2ccccc21	-4	0	108	106	0	104	-4	21	-2	0	-56
Cc1nnc(SCC(=O)O)o1	0	0	97	100	2	104	-2	17	-5	0	-6
